Bioassay records from PubChem.
HCMV inh: human cytomegalovirus inhibition; activity change, negative = inhibition, % at 57.5 µM; 410,000 compounds, 4.5% hits; HFF cells, HCMV-luciferase reporter, 72 h; active compounds read low; in the data active means activity change below about -60%; inconclusive means no clear call, values can overlap the other calls; inactive means above about -39%
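Compounds were evaluated in HFFs infected with an HCMV luciferase reporter virus (MOI 1 PFU/cell). Luciferase in lysates collected 72 h post infection served as the replication measure.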
Sm TGR inh: S. mansoni TGR enzyme inhibition; 360,000 compounds, 3% hits; Q962Y6; Potency, µM (doses to about 114 µM), for the others: top-dose activity change, negative = inhibition, usual class: inhibitors; purified TGR, DTNB reduction, TNB absorbance 405 nm; further: potency means the concentration at half of the fitted maximal effect; nearly all actives have a fitted effect of over 60% in size
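Kinetic colorimetric format: TGR-catalysed, NADPH-driven DTNB reduction monitored via TNB absorbance. Enzyme dispensed at 20 nM; compound exposure 15 min at room temperature before reaction start.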
LmPK inhibitor: blocks Leishmania mexicana pyruvate kinase activity. Q27686. purified LmPK, Kinase-Glo ATP luminescence, 1 h. Potency, µM (top dose mostly 57.5 µM), inactives show at the top dose activity change, negative = inhibition, usual class: inhibitors. 290,000 compounds, 0.37% hits. AID 1721; further: potency means the concentration at half of the fitted maximal effect
Target sequence (Q27686 whole entry, looked up): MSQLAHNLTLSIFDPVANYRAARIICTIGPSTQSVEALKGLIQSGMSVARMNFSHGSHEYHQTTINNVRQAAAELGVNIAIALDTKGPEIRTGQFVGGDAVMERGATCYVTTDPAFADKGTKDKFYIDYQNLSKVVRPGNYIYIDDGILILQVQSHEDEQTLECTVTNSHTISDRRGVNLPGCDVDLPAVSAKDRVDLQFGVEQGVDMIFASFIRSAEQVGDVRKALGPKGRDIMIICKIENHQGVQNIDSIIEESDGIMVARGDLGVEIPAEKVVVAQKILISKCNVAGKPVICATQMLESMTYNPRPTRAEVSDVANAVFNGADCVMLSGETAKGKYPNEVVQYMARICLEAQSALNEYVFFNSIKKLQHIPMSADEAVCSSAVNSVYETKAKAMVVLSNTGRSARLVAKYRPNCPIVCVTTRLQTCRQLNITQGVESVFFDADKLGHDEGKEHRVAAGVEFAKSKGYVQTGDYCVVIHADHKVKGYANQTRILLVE
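Screened at intermediate enzyme activity to detect both inhibitors and activators: LmPK at 0.1 nM, with a 0.5 nM enzyme column as activation reference. PEP 0.5 mM, ADP 0.1 mM; ATP detected by luminescence after 1 h.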
AmpC inh detg: blocks E. coli AmpC beta-lactamase in detergent assay | Potency, µM (series often up to 114 µM), for inactives: at the highest dose activity change, negative = inhibition, usual class: inhibitors | P00811 | AmpC hydrolysis of nitrocefin, absorbance 480 nm, 0.01% Triton | AID 485294 | 370,000 compounds, 0.041% hits;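 further: potency means the concentration at half of the fitted maximal effect; 0% = no-compound wells and -100% = no-enzyme wells; nearly all actives have a fitted effect of over 25% in size; some results filed as inactive show a strong effect at the top dose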
Target sequence (P00811 whole entry, looked up): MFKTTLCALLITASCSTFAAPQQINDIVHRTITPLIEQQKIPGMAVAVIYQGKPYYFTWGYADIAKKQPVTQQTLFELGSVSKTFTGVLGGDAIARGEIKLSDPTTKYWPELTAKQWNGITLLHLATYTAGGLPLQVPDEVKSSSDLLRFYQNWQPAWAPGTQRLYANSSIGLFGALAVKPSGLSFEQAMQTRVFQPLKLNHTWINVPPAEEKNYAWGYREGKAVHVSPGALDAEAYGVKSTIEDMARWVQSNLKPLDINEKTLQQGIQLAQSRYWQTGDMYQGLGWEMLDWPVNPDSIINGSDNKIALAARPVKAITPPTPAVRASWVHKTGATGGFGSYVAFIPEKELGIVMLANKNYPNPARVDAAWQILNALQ
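AmpC (5.3 nM in the dispensed reagent) in 20 mM phosphate pH 7.0 with 0.01% (detergent screen) or 0.0001% Triton X-100 was preincubated with compounds for 15 min at room temperature. Nitrocefin was then added from an 800 uM solution, and hydrolysis was followed at 480 nm.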
Tb PYK inh: blocks Trypanosoma brucei pyruvate kinase | Q57TT1 | TbPYK enzyme, Kinase-Glo Plus ATP luminescence, 45 min | Potency, µM (top dose mostly 76.8 µM), without a hit: top-dose activity, negative = inhibition, hits mostly inhibitors | 410,000 compounds, 0.12% hits | AID 624173; further: potency means the concentration at half of the fitted maximal effect; nearly all actives have a fitted effect of over 50% in size
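In this concentration-response screen, enzyme-free wells defined baseline while DMSO plates tracked drift. Each reaction combined TbPYK, substrate, compound and 130 uM ADP for 45 min at room temperature. Kinase-Glo Plus luminescence gave the signal.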
AMA1 RON2 block: disrupts binding of P. falciparum AMA1 to RON2; AID 720542; AlphaScreen AMA1-biotinylated RON2 peptide binding; Potency, µM (titrated, usually from 58.2 µM), inactives show top-dose activity change, negative = inhibition, usual class: inhibitors; 360,000 compounds, 0.2% hits;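 further: potency means the concentration at half of the fitted maximal effect; 0% = vehicle wells and -100% = peptide control; nearly all actives have a fitted effect of over 45% in size; some results filed as inactive show a strong effect at the top dose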
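AMA1 (3D7) with his tag at 25 nM final met compounds first, then biotinylated RON2 peptide at 25 nM; detection used donor plus acceptor beads, 10 µg/mL apiece, read by AlphaScreen after 30 min at room temperature.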
AmpC inh no detg: AmpC beta-lactamase inhibition without detergent. P00811. AmpC nitrocefin hydrolysis, absorbance 480 nm, 0.0001% Triton. Potency, µM (highest dose often 57.1 µM), inactives show top-dose activity change, negative = inhibition, usual class: inhibitors. 330,000 compounds, 0.52% hits. AID 485341;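 further: potency means the concentration at half of the fitted maximal effect; plate controls were no compound for no effect and no enzyme for full effect; nearly all actives have a fitted effect of over 20% in size; some results filed as inactive show a strong effect at the top dose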
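AmpC (5.3 nM in the dispensed reagent) in 20 mM phosphate pH 7.0 with 0.01% (detergent screen) or 0.0001% Triton X-100 was preincubated with compounds for 15 min at room temperature. Nitrocefin was then added from an 800 uM solution, and hydrolysis was followed at 480 nm.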
The depositor's hits bear a star; ? = inconclusive; nt = no result given; & = joins results of further samples; [ ] = remark or other dose. Unless noted, the call rests on the fitted dose curve; in most records, active means well fitted curve in the direction sought with a large enough effect; inconclusive means small, poorly fitted or top-dose-only effect, or another doubt; inactive means no such curve, though single readings can be large; an effect the other way counts as inactive or inconclusive. Unless noted, on the % scale 0 is the no-effect control and ±100 the full control effect.

Letter code – A = HCMV inh; B = Sm TGR inh; C = LmPK inhibitor; D = AmpC inh detg; E = Tb PYK inh; F = AMA1 RON2 block; G = AmpC inh no detg
Cc1ccc(SCC(=O)OCC(=O)NCCCc2ccccc2)cc1
  A: 1	B: -4%	C: nt	D: -13%	E: 7%	F: 2%	G: 1%

CCN(CC)S(=O)(=O)c1cccc(C(=O)NCCCn2ccnc2)c1
  A: -35	B: -1%	C: 2%	D: 0%	E: 6%	F: -4%	G: -20%

CCOC(=O)Nc1ccc2c(CN3C(=O)NC4(CCCC4)C3=O)cc(=O)oc2c1
  A: -2	B: 1%	C: 5%	D: ?	E: 1%	F: -2%	G: -17%

COc1ccccc1Nc1nc(N2CCOCC2)nc(N2CCOCC2)n1
  A: ?	B: 3%	C: -2%	D: -4%	E: 0%&2%	F: -9%	G: 52%

Cc1nc(Cl)sc1C(=O)Nc1ccc(C(C)(C)C)cc1
  A: -35	B: 16%	C: 0%	D: 4%	E: -4%	F: 16%	G: -8%

Cc1cnn(-c2nc(-c3ccccc3)cc(-c3ccccc3)n2)c1
  A: ?	B: 18%	C: 0%	D: 10%	E: 1%	F: 7%	G: -14%

COC(=O)C1=C(C(=O)OC)[C@@H]2N(Cc3ccccc3)c3ccccc3[C@@]23C[C@@H](C(=O)OC)N(C(=O)NC(C)(C)C)C3=N1
  A: -10	B: nt	C: nt	D: nt	E: -7%	F: -4%	G: nt

O=C(CS(=O)(=O)Cc1ccccc1)NCCc1ccc(F)cc1
  A: -16	B: -31%	C: -4%	D: 2%	E: -3%	F: 0%	G: -36%

O=Cc1cn(-c2ccccc2)nc1-c1cc2cc(O)ccc2oc1=O
  A: -13	B: -1%	C: 4%	D: -11%	E: -2%	F: 0%	G: -19%

Cc1csc2ncc(C(=O)Nc3ccon3)c(=O)n12
  A: 10	B: 2%	C: -6%	D: -14%	E: -6%	F: 8%	G: -10%

CC(C)c1cnc2c(c1SCC(=O)Nc1ccccc1C(F)(F)F)c(=O)n(C)c(=O)n2C
  A: -38	B: -1%	C: nt	D: 0%	E: ?	F: nt	G: nt

COCCN(C(=O)COC(=O)Cc1c[nH]c2ccccc12)c1c(N)n(Cc2ccccc2)c(=O)[nH]c1=O
  A: -17	B: 2%	C: nt	D: ?	E: -1%	F: 12%	G: -2%

CSCC[C@H](N)C(=O)N1CCC(C(=O)N[C@H](C)C(=O)NC(C)c2ccccc2)CC1 (stereo partly specified)
  A: 18	B: -13%	C: -9%	D: ?	E: 11%	F: 10%	G: 27%

CCn1c(SCC(=O)Nc2nc(C)c(C)s2)nnc1-c1cccs1
  A: -34	B: -4%	C: -2%	D: ?	E: 1%	F: 6%	G: -4%

Oc1c(C(c2ccc(Cl)cc2Cl)N2CCN(c3ccccc3)CC2)sc2nc(-c3ccco3)nn12 (stereo unspecified)
  A: 5	B: -2%	C: nt	D: 1%	E: 3%	F: nt	G: nt

Cc1ccc(Cl)cc1NC(=O)COC(=O)C1CCCC1
  A: -8	B: 6%	C: -1%	D: -7%	E: 6%	F: 4%	G: -10%

COc1ccc(-c2cc(NCc3ccc(F)cc3)n3cnnc3n2)cc1
  A: -28	B: -4%	C: nt	D: -11%	E: 4%	F: nt	G: nt

COc1ccc(NC(=O)CCn2nc(-c3ccc(Cl)cc3)c3ccccc3c2=O)cc1
  A: -3	B: -4%	C: nt	D: -4%	E: -3%	F: nt	G: nt

CN1CCN(c2ccc([N+](=O)[O-])c(SCCO)c2)CC1
  A: -10	B: -6%[57.1 µM]	C: -1%	D: -5%	E: -1%	F: 3%	G: -22%

COC(=O)C1=C(c2ccc3ccccc3c2)C[C@@H]2CC[C@H]1N2C(=O)NCc1ccc(C(F)(F)F)cc1
  A: 87	B: 1%	C: nt	D: -6%	E: 2%	F: -4%	G: 2%

Cc1cccc(NC(=O)CNC(=O)CN2C(=O)NC(C)(CCC(C)C)C2=O)c1C (stereo unspecified)
  A: -13	B: nt	C: nt	D: nt	E: -2%	F: 3%	G: nt

COc1cc(C#Cc2c(-c3cncn3C)n(C)c3ccc(-c4cnc(N5CCOCC5)nc4)cc23)cc(OC)c1
  A: 47	B: nt	C: nt	D: nt	E: 1%	F: 73%[activator]	G: -12%

Cc1cccc(NC(=O)Cc2noc3ccccc23)c1C
  A: 9	B: -1%	C: 0%	D: -12%	E: 1%	F: -10%	G: -6%

CCN(Cc1ccccc1)S(=O)(=O)c1ccc(C(=O)N(CCCN(C)C)c2nc3ccc(F)cc3s2)cc1
  A: -80*	B: -17%	C: -3%	D: -8%	E: 1%	F: 2%	G: 124%[activator]

CN1CCN(C(=O)C2=C[C@@H](c3ccc(C(F)(F)F)cc3)C[C@@H](OCCCCO)O2)CC1
  A: 10	B: 45µM*	C: 2%	D: 10%	E: 0%	F: -3%	G: 124%[activator]

Cc1cc(NS(=O)(=O)c2ccc(NC(=O)/C=C/c3ccc(C)o3)cc2)nc(C)n1
  A: -1	B: 3.2µM*	C: 1%	D: 3%	E: ?	F: -1%	G: -9%

Cc1ccccc1C(=O)c1cccn1CC(=O)N1CCCCCC1
  A: -14	B: -1%	C: 2%	D: 0%	E: 7%	F: 1%	G: 40%

CCn1cc2nc(SCc3c(F)cccc3Cl)n(CCc3ccccc3)c(=O)c2n1
  A: ?	B: 9%	C: nt	D: -5%	E: -3%	F: nt	G: nt

CCc1cccc(C)c1NC(=O)CSc1nnc(CCCOc2ccc(Cl)cc2Cl)n1C
  A: -20	B: -20%	C: 2%	D: -15%	E: -9%	F: -22%	G: 259%[activator]

FC(F)(F)c1cc(Cl)c2nc(-c3ccccc3)c(Cc3ccccc3)n2c1
  A: 38	B: nt	C: nt	D: nt	E: -2%	F: 1%	G: nt

As a short view, 3 of the compounds above:
Letter code – A = HCMV inh; B = Sm TGR inh; C = LmPK inhibitor; D = AmpC inh detg; E = Tb PYK inh; F = AMA1 RON2 block; G = AmpC inh no detg
CCn1cc2nc(SCc3c(F)cccc3Cl)n(CCc3ccccc3)c(=O)c2n1
  A: ?	B: 9%	C: nt	D: -5%	E: -3%	F: nt	G: nt

CCc1cccc(C)c1NC(=O)CSc1nnc(CCCOc2ccc(Cl)cc2Cl)n1C
  A: -20	B: -20%	C: 2%	D: -15%	E: -9%	F: -22%	G: 259%[activator]

FC(F)(F)c1cc(Cl)c2nc(-c3ccccc3)c(Cc3ccccc3)n2c1
  A: 38	B: nt	C: nt	D: nt	E: -2%	F: 1%	G: nt

Remaining list, next part:
Letter code – A = HCMV inh; B = Sm TGR inh; C = LmPK inhibitor; D = AmpC inh detg; E = Tb PYK inh; F = AMA1 RON2 block; G = AmpC inh no detg
O=C(NNc1nc2cc3c(cc2s1)OCO3)c1ccc(F)cc1
  A: 64	B: -19%	C: -1%	D: ?	E: -28%	F: 95%[activator]	G: -35%

Cc1nnc2c(N3CCN(c4ccccc4F)CC3)nc3ccccc3n12
  A: -15	B: -3%	C: nt	D: 27%	E: 1%	F: nt	G: nt

O=C(CN1CCN(c2ccc(F)cc2)CC1)Nc1ccccc1C(=O)NCCc1ccccc1
  A: 57	B: -9%	C: nt	D: -8%	E: 1%	F: 24%	G: 32%

CN1CCC(=C2c3ccccc3C=Cc3ccccc32)CC1
  A: 31	B: 0%	C: -3%	D: -5%	E: 4%&-7%	F: -9%	G: 15%

COc1ccc(OC)c(CNC(=O)Cc2c(C(=O)O)[nH]c3ccc(Cl)cc23)c1
  A: -26	B: -7%	C: 13%	D: -1%	E: 3%	F: 2%	G: -26%

O=C(NC(=S)Nc1ccc(N2CCOCC2)cc1)c1cccc([N+](=O)[O-])c1
  A: -28	B: 40µM*	C: 1%	D: -7%	E: 0%	F: 6%	G: -14%

CCOC(=O)c1cn(-c2ccccc2)nc1-c1ccncc1
  A: -17	B: -9%	C: -1%	D: -16%	E: 5%	F: -16%	G: 8%

Cc1c(NC(=O)C(C)OC(=O)c2ccc(NC(=O)CC#N)cc2)c(=O)n(-c2ccccc2)n1C (stereo unspecified)
  A: -7	B: -13%	C: nt	D: ?	E: -4%	F: 18%	G: 16%

O=C(Cn1cccc1C(=O)c1ccccc1)NCCCN1CCOCC1
  A: 6	B: 7%	C: -3%	D: -10%	E: 1%	F: 5%	G: -1%

COc1ccc(C(=O)NCc2nnc(SCC(=O)c3ccc(F)cc3)n2C)cc1OC
  A: -20	B: -3%	C: nt	D: 2%	E: -5%	F: 2%	G: 8%

COc1cc(C(=O)OCC(=O)NCc2ccc(F)cc2)cc(NC(=O)c2cccs2)c1OC
  A: 12	B: -4%	C: -1%	D: -3%	E: -15%	F: 9%	G: 48%

CN(CC(=O)Nn1cnnc1)S(=O)(=O)c1ccccc1
  A: -9	B: -4%	C: 5%	D: -11%	E: 0%	F: 2%	G: -6%

COc1ccc(C(=O)Nc2cc(OC)c(NC(=O)Nc3ccccc3)cc2OC)cc1
  A: -3	B: nt	C: nt	D: nt	E: -2%	F: -9%	G: nt

CN1CCN(c2c(/C=N/O)c3ccccc3n2C)CC1
  A: nt	B: 4%	C: -1%	D: 1%	E: -7%	F: -2%	G: -5%

O=C(COC(=O)/C=C/c1ccc(OC(F)F)cc1)NC1CCCCCC1
  A: -14	B: nt	C: nt	D: nt	E: -5%	F: -14%	G: -46%

Cc1cc(C(=O)N2CCC(C(=O)O)CC2)c(C)o1
  A: 9	B: 0%	C: 4%	D: 2%	E: 0%	F: 4%	G: -9%

COC(=O)NNC(=S)Nc1cc(OC)ccc1OC
  A: 75	B: 0%	C: 0%	D: -13%	E: -22%	F: 61%[activator]	G: -20%

COc1ccc(-c2cn3cccnc3n2)cc1NC(=O)Cc1ccccc1
  A: ?	B: 0%	C: nt	D: 7%	E: -5%	F: nt	G: nt

Cc1cccc(CN2CCc3c([nH]c4ccccc34)C2CC(C)C)n1 (stereo unspecified)
  A: 66	B: -3%	C: 2%	D: 6%	E: -4%	F: 18%	G: -5%

Cn1c(=O)n(C)c2cc(/C=C(/C#N)C(=O)NCc3ccco3)ccc21
  A: 50	B: 0%	C: 0%	D: -2%	E: 4%	F: -10%	G: -17%

CN(C)C(=O)NC(O)C(Cl)(Cl)Cl (stereo unspecified)
  A: -21	B: 0%	C: 0%	D: -13%	E: 3%	F: -3%	G: 0%

O=C(O)COc1ccccc1/C=N/NC(=O)c1cc(-c2ccc(F)cc2)nc2ccccc12
  A: 20	B: 1%	C: -1%	D: 4%	E: 2%	F: -9%	G: -17%
